Bioassay records: PubChem, ICCB-Longwood Screening Facility, Harvard Medical School
Polio RdRp inh: poliovirus RNA polymerase inhibition | P03300 | poliovirus polymerase elongation, fluorescence polarization; hits give low values | % elongation, % (compound at 16.7 µg/mL) | 150,000 tested, 0.66% active; in the data active = % elongation below about 90%; also: some results filed as inactive read as strong as hits
Target sequence (P03300 1749-2209 limits assumed): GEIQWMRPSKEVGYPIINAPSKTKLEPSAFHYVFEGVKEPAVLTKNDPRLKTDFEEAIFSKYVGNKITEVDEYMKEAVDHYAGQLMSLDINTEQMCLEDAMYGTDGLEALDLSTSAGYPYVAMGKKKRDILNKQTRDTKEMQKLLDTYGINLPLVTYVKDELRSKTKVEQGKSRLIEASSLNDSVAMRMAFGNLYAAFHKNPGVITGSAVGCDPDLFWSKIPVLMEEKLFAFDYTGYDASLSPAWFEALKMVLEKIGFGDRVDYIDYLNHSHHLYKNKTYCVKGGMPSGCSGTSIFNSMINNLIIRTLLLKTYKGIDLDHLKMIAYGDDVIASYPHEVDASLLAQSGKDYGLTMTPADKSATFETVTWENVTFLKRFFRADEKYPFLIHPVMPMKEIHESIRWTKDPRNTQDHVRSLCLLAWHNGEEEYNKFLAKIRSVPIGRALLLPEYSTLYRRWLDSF
Polio RdRp inh FP z-score: second read-out of Polio RdRp inh, no call of its own (marks repeat the call); z-score; measured here: FP z-score; hits read low
Numbers without * were called inactive. Only part of the results is shown; count on the stated rates, not on these rows.

SMILES | Polio RdRp inh FP z-score | Polio RdRp inh
Cc1ccc2nc(COc3cccc(NC(=O)COc4ccc(F)cc4)c3)cc(=O)n2c1 | -0.8 | 102
COc1ccc(/C=C/C(=O)NCCN=C2NS(=O)(=O)c3ccccc32)cc1 | 0.2 | 102
Cn1c(=O)c2c(nc(S(C)(=O)=O)n2C)n(C)c1=O | -1.1 | 99
CCCCn1cc(S(=O)(=O)c2ccc(C)c(C)c2)c(=O)c2cc(F)c(N(CC)CC)cc21 | -0.9 | 103
COc1ccc(CC(=O)NC2CC(=O)N(c3cccc(F)c3)C2)cc1OC (configuration not stated) | -1.4 | 100
CCOC(=O)C1CCN(C(=O)c2nn(-c3ccc(C)cc3)c(=O)c3c2c2ccccc2n3C)CC1 | 0.2 | 108
CCCNC(=O)c1ccc2c(c1)N=C(C)c1c(C)ccc(C)c1S2 | 0.7 | 107
CCCCN(c1ccccc1C(=O)O)S(=O)(=O)c1ccc(OC)cc1 | 0.4 | 101
C#CC(C)OC(=O)Nc1cnccc1C(F)(F)F (configuration not stated) | 0 | 101
Cc1ccc(-c2nc3sc(CCNS(=O)(=O)c4cc(F)ccc4F)c(C)n3n2)cc1 | 0.4 | 108
C/C(=C/C(=O)N1CCN(C)CC1)C(=O)O | -0.1 | 101
CCCCCC(C)N (configuration not stated) | 0.3 | 101
CC(C)(C)NC(=O)CCSc1ccccc1 | 0.1 | 101
COc1ccc(CNC(=O)C2CCN(c3nnc(-n4c(C)ccc4C)s3)CC2)c(OC)c1 | -0.3 | 106
CCOC(=O)c1c2n(c3ccc(O)cc13)CCCCC2 | -0.2 | 101

Some of these compounds in order of heavy-atom count, high to low:
SMILES | Polio RdRp inh FP z-score | Polio RdRp inh
COc1ccc(/C=C/C(=O)NCCN=C2NS(=O)(=O)c3ccccc32)cc1 | 0.2 | 102
CCCCN(c1ccccc1C(=O)O)S(=O)(=O)c1ccc(OC)cc1 | 0.4 | 101
CCOC(=O)c1c2n(c3ccc(O)cc13)CCCCC2 | -0.2 | 101

(cont.)
SMILES | Polio RdRp inh FP z-score | Polio RdRp inh
COc1ccc(-c2csc(=Nc3ccccc3)n2N2CCOCC2)cc1 | 0.8 | 104
Cc1ccccc1Nc1ncnc2c1c(-c1ccccc1)cn2-c1ccc(F)cc1 | 0.2 | 108
COC(=O)C12C3CC4C5C(C(=NNC(N)=S)C41)C2C53 (configuration not stated) | 0.1 | 103
Cn1c(O)c(N=NC(=O)c2ccccc2)c2ccccc21 | -0.2 | 101
CC(C)(C)Nc1nc(NN)nc(NC(C)(C)C)n1 | 0.1 | 102
Cn1c(/C(C#N)=N/OC(=O)c2ccccc2)nc2ccccc21 | -0.5 | 99
CCCOc1cccc(C(=O)N2CCCCC2CCN2CCCCC2)c1 (configuration not stated) | 0.5 | 109
Fc1ccccc1Nc1nc(NCc2ccccc2)c2ccccc2n1 | -0.1 | 101
Clc1ccccc1CNc1ncnc2c1nc1n2CCCC1 | 1.4 | 113
CCOC(=O)C1=CC(=C2C(=O)NC(=O)NC2=O)c2ccccc2O1 | 0.3 | 103
O=C(NC1=NCCS1)C1Cc2ccccc2CN1C(=O)c1ccco1 (configuration not stated) | 0.3 | 105
Cc1ccc(C)c(CSc2nc3c([nH]c4ccccc43)c(=O)n2C)c1 | -0.1 | 107
Cc1cccc(-n2ncc3c(NC4CCCC4)ncnc32)c1 | -0.5 | 104
Cc1ccc(NC(=O)C2C3C=CC(C3)C2C(=O)O)cc1 (configuration not stated) | -1.1 | 96
CCCCNc1ccc(C(=O)O)cc1 | -0.7 | 98

Shown as labelled records: four of the compounds above.
molecule: COc1ccc(CNC(=O)C2CCN(c3nnc(-n4c(C)ccc4C)s3)CC2)c(OC)c1
  Polio RdRp inh FP z-score: -0.3 | Polio RdRp inh: 106

molecule: CCOC(=O)c1c2n(c3ccc(O)cc13)CCCCC2
  Polio RdRp inh FP z-score: -0.2 | Polio RdRp inh: 101

molecule: COc1ccc(-c2csc(=Nc3ccccc3)n2N2CCOCC2)cc1
  Polio RdRp inh FP z-score: 0.8 | Polio RdRp inh: 104

molecule: Cc1ccccc1Nc1ncnc2c1c(-c1ccccc1)cn2-c1ccc(F)cc1
  Polio RdRp inh FP z-score: 0.2 | Polio RdRp inh: 108

Continuation.
SMILES | Polio RdRp inh FP z-score | Polio RdRp inh
Cc1ccc(-c2cc(C(F)F)nc(S(C)(=O)=O)n2)cc1 | 0.2 | 101
O=C(Cc1ccccc1)Nc1cccc(N2C(=O)C3CC=CCC3C2=O)c1 (configuration not stated) | -0.5 | 99
CCOc1ccccc1N(C)C(=O)Cn1nc(Cc2cccnc2)c2ccccc2c1=O | -0.2 | 104
COc1ccc(NC(=O)c2ccco2)cc1NC(=O)C(C)C | 0.4 | 102
CCOCCN1CCN(c2c3c(nc4cc(-c5cccc(C)c5)nn24)CCC3)CC1 | 0.5 | 103
CN(C(=O)C(Cc1ccccc1)n1cccc1)C1CCCCC1 (configuration not stated) | 0.4 | 103
Cc1cccc(N2CCN(C(=O)c3cn(C4CCCCC4)c(=O)c4c3c3ccccc3n4C)CC2)c1C | 0.7 | 115
O=C1NCCN1CCNS(=O)(=O)c1cccs1 | -0.4 | 101
O=C(NCCO)c1cc2sc3ccccc3c2s1 | 0.2 | 105
CCCOc1ccc(/C=C2/SC(=O)N(CN3CCCCC3)C2=O)cc1 | 0.2 | 102
Cc1cc(NC(=O)c2cccs2)no1 | 1.2 | 103
CCOc1ccc(NC(=O)C(=O)NCCc2csc3nc(-c4ccccc4F)nn23)cc1 | 0.1 | 107
O=C(c1c[nH]c2ccccc12)C(c1ccccc1)N1CCN(c2ccc(O)cc2)CC1 (configuration not stated) | 0.1 | 105
CC(CS(=O)(=O)c1ccccc1)N1CCCCC1 (configuration not stated) | 0.2 | 104
O=C1NC(=NC2CCCC2)S/C1=C\c1cn(-c2ccccc2)nc1-c1cccs1 | 0.4 | 104

(more compounds)
SMILES | Polio RdRp inh FP z-score | Polio RdRp inh
CCOC(=O)C1C(=O)C=C(c2cccs2)CC1c1ccc(C)cc1 (configuration not stated) | 0.7 | 104
CCOC(=O)c1cnc2c(ccc3ccccc32)c1NC1CC(C)(C)NC(C)(C)C1 | -0.3 | 100
CCCC(C)C(=O)N1CCC(Cc2ccccc2)CC1 (configuration not stated) | 0.4 | 102
Cc1ccc(NC(=O)CCN2CCN(CCO)CC2)cc1C | -0.4 | 102
COc1ccccc1NC(=O)C1=C(C)Nc2nc(CCCO)nn2C1c1cccc(O)c1 (configuration not stated) | 0.9 | 108
Cc1ccc2nc(COc3ccc(NC(=O)COc4ccccc4F)cc3)cc(=O)n2c1 | 1.1 | 111
CCCn1c(=O)c(C(=O)NCCc2ccccc2)c(O)c2ccccc21 | 1.4 | 104
CC(=O)NC(Nc1cccc(F)c1)(C(F)(F)F)C(F)(F)F | 0 | 101
O=C(OCC(=O)N1CCCC1=O)c1ncc(Cl)c(Cl)c1Cl | 0.4 | 105
CCOC(=O)c1cccc(NC(=O)c2cnn(-c3ccccc3)c2-n2cccc2)c1 | -0.4 | 105
COc1ccc2c(c1)c1nc3ccccc3nc1n2CC(C)C | -5.2 | 51
O=C(c1cccc(NC2=NC3CS(=O)(=O)CC3S2)c1)N1CCN(Cc2ccc3c(c2)OCO3)CC1 (configuration not stated) | -0.1 | 101
COc1ccc(N(C(=O)c2cccc(C)c2)S(=O)(=O)c2ccc(Cl)cc2)cc1 | 0.6 | 108
O=c1c2ccccc2n(Cc2cccc(Cl)c2)c(=O)n1CCc1ccccc1 | 0.1 | 106
Oc1ccccc1N1CCN(C(=S)NCCN2CCOCC2)CC1 | 0 | 102

Other compounds
SMILES | Polio RdRp inh FP z-score | Polio RdRp inh
COC(=O)C(C(=O)OC)C(Nc1ccccc1)c1ccccc1 (configuration not stated) | -6.2* | 25*
C=CCn1cn[nH]c1=S | -0.1 | 101
COc1ccccc1-c1cc(C(F)(F)F)nc(S(=O)(=O)CCCC(=O)N2CCOCC2)n1 | -1 | 100
O=C(O)CN(Cc1ccccc1)S(=O)(=O)/C=C/c1ccccc1 | -0.2 | 98
CSc1ccc(CN(C)CC(=O)NCc2ccccc2)cc1 | -0.1 | 103
Cc1ccc(NC(=O)Cn2nnc3sc(-c4ccccc4)cc3c2=O)cc1Cl | 7.3 | 152
O=C(c1ccc(F)cc1)c1cc2ccc(O)cc2oc1=O | 2.2 | 104
COc1ccc(OCc2ccc(-c3nc(C#N)c(N4CCN(c5ccccc5)CC4)o3)o2)cc1 | 0 | 107
COc1ccc(N2C(=O)CC(N3CCN(c4ccc(S(C)(=O)=O)cc4)CC3)C2=O)cc1 (configuration not stated) | 0 | 100
O=C1c2ccccc2C(=O)N1/N=C/c1ccc2c(c1)OCO2 | 0.1 | 102
CCNC(=O)C1CCCN(S(=O)(=O)N(C)c2ccc(F)cc2)C1 (configuration not stated) | 0.8 | 103
Cc1ccc(COc2cccc3c2CCN(C)C3=O)cc1 | -0.4 | 99
C(=NC1=NN(c2ccccc2)CC1)c1ccccc1 | -0.1 | 99
COc1ccc2c(C)c(CCC(=O)NCc3ccc(C)cc3)c(=O)oc2c1 | 0.5 | 109
O=C(COC(=O)c1ccc2c(c1)OCCO2)NC1CCCC1 | 0.5 | 107

The listing continues:
SMILES | Polio RdRp inh FP z-score | Polio RdRp inh
CCOc1cccc2cc(-c3nc(-c4ccc(Cl)cc4)c(C)s3)c(=O)oc12 | 1 | 112
CCC1(CC)C(C)=[N+](C)c2ccccc21 | 1 | 106
CC(C#N)(NC(=O)COc1ccccc1Br)C1CC1 (configuration not stated) | 0.1 | 104
COc1cccc(CNc2nc3c(-c4ccccc4)nnn3c3ccccc23)c1 | 0.5 | 106
COc1cc2c(cc1OC)C(c1ccc(F)cc1)N(c1cccc(C#N)c1)C(=O)C2 (configuration not stated) | -0.9 | 103
Cc1cc(C)cc(NC(=O)CN2C(=O)CSc3ccc(S(=O)(=O)N(C)C)cc32)c1 | -0.1 | 104
O=C(O)c1ccc(NC(CC(=O)c2ccc(Cl)cc2)c2ccccc2)cc1 (configuration not stated) | -0.1 | 102
Cc1ccc(Cn2c3ccccc3c3cnn(CC(=O)N4CCCCCC4)c(=O)c32)cc1 | 1.6 | 116
COc1ccc(CCNC(=O)C(=O)Nc2ccccc2F)cc1 | 0.6 | 108
N#CCCN(CC1CCCO1)S(=O)(=O)c1cccc2nsnc12 (configuration not stated) | 0.2 | 102
CC(C)N(C(=O)Cn1nnc2ccccc21)c1ccccc1 | 0 | 104
NNC(=O)COc1cccc(Oc2ccccc2)c1 | 0.4 | 103
CCOC(=O)C1(C)C=C(Nc2ccc(OC)cc2)C(=O)N1c1ccccc1 (configuration not stated) | 0.5 | 114
N#Cc1ccccc1Cn1c(=O)n(CCCCC(=O)NCc2ccco2)c(=O)c2ccccc21 | 0.1 | 102
COc1ccc(CC(=O)Nc2ccc(-c3nc4ccccc4s3)c(C)c2)cc1 | 0.1 | 107

Additional records follow:
SMILES | Polio RdRp inh FP z-score | Polio RdRp inh
CC(O)CNCC(=O)Nc1ccccc1Br (configuration not stated) | -1.9 | 91
O=C(Cc1noc2ccccc12)NCCc1ccc(Cl)cc1 | 0.9 | 105
CC(=O)Nc1ccc(S(=O)(=O)NC(=O)CC(C)C)cc1 | 0 | 102
O=C(COC(=O)Cn1[nH]c(=O)c2ccccc2c1=O)Nc1ccccc1C(=O)NC1CC1 | 0 | 102
CCOC(=O)c1cnc2cc(C(F)(F)F)ccc2c1N1CCN(c2ccc(OC)cc2)CC1 | 0.1 | 101
Cc1csc(=O)n1CC(=O)OCC(=O)NC1CCCCCCC1 | 0 | 103
CCc1nc2ccc(C(=O)O)cc2nc1CC | -6.1 | 83
CN1CCCN(C(c2ccccc2)c2ccc(Cl)cc2)CC1 (configuration not stated) | 0.1 | 100
C=CCn1c(Sc2ccc(S(=O)(=O)N(CC)c3ccccc3)cn2)nnc1C1CCCCC1 | 0.1 | 103
COc1ccc(C2CC(c3cccs3)=NN2C(=O)COC(=O)Cn2cnnn2)cc1OC (configuration not stated) | 0 | 98
O=C(NC(=S)NC1CC1)c1ccco1 | 0.1 | 105
COc1cccc(CCC(=O)O)c1OC | 0.2 | 105
CN1CCN(C(=S)c2cn(Cc3ccc(F)cc3)c3ccccc23)CC1 | 0.8 | 105
CC(=O)c1cccc(NC(=O)Nc2sc3nc4n(c(=O)c3c2C)CCC(C)CC4)c1 (configuration not stated) | -1 | 103
COc1cc(OC)c(N(C)C(=O)c2nn(C)c3c2CSc2ccccc2-3)cc1Cl | 0.5 | 116

(next part)
SMILES | Polio RdRp inh FP z-score | Polio RdRp inh
COc1cccc(N2CCN(C(=O)c3cccn3-c3nnc(N4CCCCC4)s3)CC2)c1 | 0.5 | 109
COc1ccccc1OCC(=O)NCCC1=CCCCC1 | 0.5 | 108
O=C(c1noc2c1CCCCC2)N1CCN(c2ccc(Cl)cc2)CC1 | 0.2 | 106
c1ccc(Nc2ncnc3c2oc2ccccc23)cc1 | -0.6 | 97
CCOC(=O)CSc1nc2sc3c(c2c(=O)n1-c1ccccc1)CCC(C(C)(C)C)C3 (configuration not stated) | 0.4 | 106
Nc1[nH]nc2nc(-c3ccccc3)c3c(c12)CCC3 | -0.6 | 100
CC(C)OC(=O)C1Cc2ccccc2CN1S(=O)(=O)c1cccs1 (configuration not stated) | 0.2 | 104
COc1cc(CN2CCCC(O)C2)cc(OC)c1OC (configuration not stated) | 0.2 | 100
O=C(c1ccc2c(c1)N(Cc1ccccc1)C(=O)c1ccccc1S2(=O)=O)N1CCN(c2ccccc2)CC1 | 0.4 | 107
CC(=O)Nc1cc(NC(C)=O)[nH]n1 | 0.3 | 101
CCOC(=O)C1CCCN(CC(=O)/C=C2/N(C)c3ccccc3C2(C)C)C1 (configuration not stated) | 1.1 | 113
NC(=O)CSCc1ccc(Br)cc1 | 0.1 | 100
S=C(Nc1ccc(N2CCOCC2)nc1)Nc1cc(Cl)ccc1Cl | 2.3 | 118
CCC(Sc1nncn1C)C(=O)Nc1ccc(OC(F)(F)F)cc1 (configuration not stated) | 0 | 103
COc1ccc(Cn2cc(C(=O)c3ccc(Cl)cc3)c(=O)c3cc4c(cc32)OCO4)cc1 | 0 | 107
CCS(=O)c1ccccc1C(=O)OCc1cc(=O)oc2cc(C)c(C)cc12 (configuration not stated) | -0.5 | 99
CN1CCc2nc3ccccc3c(C(=O)OCC(=O)Nc3ccccc3C#N)c2C1 | 0 | 103
O=C(Cn1cnc2c(nnn2Cc2ccc(Cl)cc2)c1=O)NCC1CCCO1 (configuration not stated) | 0.6 | 102
